Rv3671c protease = inhibits the M. tuberculosis serine protease Rv3671c; inhibition, % at 5.96 µM; P9WHR9; 0.048% of 320,000 active; in the data active = inhibition above about 38%;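 also: extracellular domain of Rv3671c used as enzyme; 0% = enzyme with DMSO and 100% = no enzyme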
Target sequence (P9WHR9 whole entry, looked up, the tested form may be a part): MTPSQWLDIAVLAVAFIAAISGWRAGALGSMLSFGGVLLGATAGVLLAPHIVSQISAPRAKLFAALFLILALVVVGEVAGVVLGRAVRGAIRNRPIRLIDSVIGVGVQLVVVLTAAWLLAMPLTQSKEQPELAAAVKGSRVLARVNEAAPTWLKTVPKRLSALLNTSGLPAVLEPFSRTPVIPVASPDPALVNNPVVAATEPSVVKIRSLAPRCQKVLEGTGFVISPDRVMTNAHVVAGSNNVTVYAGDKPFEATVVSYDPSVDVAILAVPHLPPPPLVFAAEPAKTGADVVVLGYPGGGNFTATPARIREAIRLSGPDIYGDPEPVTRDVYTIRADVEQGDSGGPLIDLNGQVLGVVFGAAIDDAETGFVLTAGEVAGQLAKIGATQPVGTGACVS
SARS 3CLpro inh = SARS-CoV 3CLpro protease inhibition; 0.14% of 290,000 active; AID 1706; recombinant SARS-CoV 3CLpro, quenched FRET peptide cleavage; inhibition, % at 6 µM; in the data active = inhibition above about 12%
Anthrax LF inh2 = blocks Bacillus anthracis lethal factor protease; P15917; AID 588501; multiplex microsphere protease cleavage assay, LF; 0.12% of 360,000 active; inhibition, % at 10 µM; also: plate controls were buffer without enzyme for full effect and enzyme alone for no effect
BoNT F protease = inhibitors of Botulinum neurotoxin F light chain protease; Multiplex microsphere protease cleavage assay, flow cytometry; inhibition, % at 10 µM; 0.22% of 360,000 active; in the data active = inhibition above about 35%, passing the limit was not always enough; inconclusive = no clear call, values can overlap the other calls; also: plate controls were buffer without enzyme for full effect and enzyme alone for no effect
CCHFV vOTU inh = CCHFV vOTU protease inhibition; AID 651958; inhibition, % at 11.5 µM; 0.55% of 370,000 active; Pep-AMC fluorescence; in the data active = inhibition above about 30%; also: 0% = vehicle wells with enzyme and 100% = no enzyme wells
SSB-PriA inh = inhibitors of Klebsiella pneumoniae PriA binding to SSB C-terminal tail | 0.6% of 430,000 active | inhibition, % at 33 µM | AlphaScreen SSBct-PriA binding, biotinylated peptide | AID 1272365; in the data active = inhibition mostly above about 37%, no sharp cut-off; inactive = mostly below about 20%;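 also: plate controls were negative control peptide for no effect and reference peptide for full effect; strong numbers were not always called active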
BoNT-A LC inh2 = BoNT A light chain protease inhibition; inhibition, % at 10 µM; 0.17% of 360,000 active; multiplex microsphere protease substrate cleavage, flow cytometry; also: plate controls were buffer without enzyme for full effect and enzyme alone for no effect
DUSP3 inh = inhibitors of human VHR1 phosphatase (DUSP3); recombinant VHR phosphatase, pNPP absorbance; inhibition, % at 13.3 µM; 0.52% of 290,000 active; AID 1654; in the data active = inhibition above about 50%; also: some compounds called inactive have numbers as strong as hits
Target sequence (P51452 whole entry, looked up): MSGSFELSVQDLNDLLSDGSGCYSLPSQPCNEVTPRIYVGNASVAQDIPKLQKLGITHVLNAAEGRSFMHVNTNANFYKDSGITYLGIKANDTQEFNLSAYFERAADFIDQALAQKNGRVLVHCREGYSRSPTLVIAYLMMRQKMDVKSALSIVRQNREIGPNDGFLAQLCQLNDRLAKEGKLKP
MazF activator = MazEF (E. coli) toxin RNase activation. P0AE70. FAM/BHQ RNA-DNA oligo cleavage fluorescence, 5 h. activation, % at 20 µM. 0.32% of 350,000 active. AID 504720; in the data active = activation above about 50%
Target sequence (P0AE70 whole entry, looked up): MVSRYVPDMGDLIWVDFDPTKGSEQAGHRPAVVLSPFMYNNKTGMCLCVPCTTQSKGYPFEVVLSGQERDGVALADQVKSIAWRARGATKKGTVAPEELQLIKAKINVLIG
PrPC surface inh = cell surface PrPC inhibition, primary TR-FRET screen. P04156. TR-FRET read-out. inhibition, % at 13.8 µM. 0.43% of 370,000 active. AID 720596; in the data active = inhibition above about 24%; also: 0% = median of the test wells and 100% = reference compound wells
* = called active by the depositor; & = joins results of further samples. Rule as the data show it, unless noted: active = inhibition above about 30%; inconclusive = no clear call, values can overlap the other calls; inactive = below that. An excerpt; count on the stated rates, not on these rows.

Screening Cn1cccc1C(=O)/C(C#N)=C/c1ccc(F)cc1 returned Rv3671c protease -4, SARS 3CLpro inh -2, Anthrax LF inh2 -5, BoNT F protease -30, CCHFV vOTU inh 12, SSB-PriA inh -17, BoNT-A LC inh2 -3.6, DUSP3 inh 22, MazF activator -88 and PrPC surface inh -8.
For CC(C)NCC(O)c1ccc(NS(C)(=O)=O)cc1 (configuration not stated) the results were Rv3671c protease 4, SARS 3CLpro inh -4, Anthrax LF inh2 2, BoNT F protease -11, CCHFV vOTU inh -4, SSB-PriA inh -4, BoNT-A LC inh2 -1.3, DUSP3 inh 7, MazF activator -6 and PrPC surface inh -6.
`COc1ccc(NC(=O)CSc2nc(O)cc(=O)n2-c2ccccc2OC)cc1` gave Rv3671c protease -26, SARS 3CLpro inh 3, Anthrax LF inh2 -1, BoNT F protease -1, SSB-PriA inh -7, BoNT-A LC inh2 -0.8, DUSP3 inh 26 and MazF activator -2.
Screening O=C(O)COc1ccc(NC(=O)c2ccco2)cc1 returned Rv3671c protease -9, SARS 3CLpro inh -3, Anthrax LF inh2 5, BoNT F protease -5, CCHFV vOTU inh -14, SSB-PriA inh 1, BoNT-A LC inh2 -1.0, DUSP3 inh 4, MazF activator 8 and PrPC surface inh 0.
For Nc1n[nH]c(C2CC2)c1N=Nc1ccc(Cl)cc1 the results were Rv3671c protease 11, SARS 3CLpro inh 3, Anthrax LF inh2 inconclusive, BoNT F protease -20, CCHFV vOTU inh -11, SSB-PriA inh 32, BoNT-A LC inh2 -7.0, DUSP3 inh 6, MazF activator 6 and PrPC surface inh 10.
Screening N#CC(=C1CCCC1)c1nc(-c2cc3ccccc3oc2=O)cs1 returned Rv3671c protease -9, SARS 3CLpro inh 2, Anthrax LF inh2 -4, BoNT F protease 11, CCHFV vOTU inh -10, SSB-PriA inh 1, BoNT-A LC inh2 1.2, DUSP3 inh 8, MazF activator -9 and PrPC surface inh -8.
`COc1ccc(OC)c(CCNC(=O)C2CCN(c3ncnc4c3nc3n4CCCCC3)CC2)c1` gave Rv3671c protease -5, SARS 3CLpro inh -12, Anthrax LF inh2 -3, BoNT F protease -5, CCHFV vOTU inh -1, SSB-PriA inh -3, BoNT-A LC inh2 -2.1, DUSP3 inh 24, MazF activator 9 and PrPC surface inh 1.
`O=C(CCc1ccccc1)Nc1ccc(NC(=O)c2ccco2)cc1` gave Rv3671c protease -8, SARS 3CLpro inh -7, Anthrax LF inh2 -4, BoNT F protease -7, CCHFV vOTU inh 1, SSB-PriA inh -4, BoNT-A LC inh2 -0.8, DUSP3 inh 8, MazF activator 2 and PrPC surface inh 2.
CCCCCCOc1ccc(OC(=O)c2cccnc2)cc1 was read as Rv3671c protease 5, SARS 3CLpro inh 0, Anthrax LF inh2 -3, BoNT F protease -10, CCHFV vOTU inh 20, SSB-PriA inh -30, BoNT-A LC inh2 inconclusive, DUSP3 inh 27, MazF activator -8 and PrPC surface inh -2.
`Cc1ccc(-c2csc(NC(=O)C[n+]3cc(-c4ccccc4)n4c3CCC4)n2)cc1` gave Rv3671c protease 6, SARS 3CLpro inh 3, Anthrax LF inh2 inconclusive, BoNT F protease 20, CCHFV vOTU inh -8, SSB-PriA inh 9, BoNT-A LC inh2 6.5, DUSP3 inh 6, MazF activator -8 and PrPC surface inh 2.
COc1ccc(Cc2c(-c3cccc(Cl)c3)nc3ccc(Br)cn23)c(C)c1 was read as Anthrax LF inh2 6, BoNT F protease -4, CCHFV vOTU inh 3, BoNT-A LC inh2 8.9 and PrPC surface inh 4.
For COc1ccc(-c2noc(CSc3ccc(C)cc3)n2)cc1 the results were Rv3671c protease -10, SARS 3CLpro inh 2, Anthrax LF inh2 -2, BoNT F protease -2, CCHFV vOTU inh -5, SSB-PriA inh -68, BoNT-A LC inh2 -1.6, DUSP3 inh -2, MazF activator -9 and PrPC surface inh -6.
Screening COc1ccc(-c2ccc(C#N)c(SCC(=O)NCc3ccco3)n2)cc1OC returned Rv3671c protease -9, SARS 3CLpro inh 2, CCHFV vOTU inh -169, SSB-PriA inh 2, DUSP3 inh 17, MazF activator -4 and PrPC surface inh -4.
Screening Cc1[nH]c2ccccc2c1C(=O)C(=O)NCCC1=CCCCC1 returned Rv3671c protease 3, SARS 3CLpro inh 1, Anthrax LF inh2 0, BoNT F protease 0, CCHFV vOTU inh 7, SSB-PriA inh 9, BoNT-A LC inh2 -0.7, DUSP3 inh -6, MazF activator -5 and PrPC surface inh -3.
Cc1ccccc1N1C(=O)CC(N(O)c2ccccc2)C1=O (configuration not stated) was read as Rv3671c protease 2, SARS 3CLpro inh -3, Anthrax LF inh2 -3, BoNT F protease 14, CCHFV vOTU inh 2, SSB-PriA inh 10, BoNT-A LC inh2 1.2, DUSP3 inh 19, MazF activator 2 and PrPC surface inh 2.
Screening CCCC(=O)Nc1ccc(C(=O)NNC(=O)c2ccccc2Br)cc1 returned Rv3671c protease 4, SARS 3CLpro inh 2, Anthrax LF inh2 -3, BoNT F protease -9, CCHFV vOTU inh -9, SSB-PriA inh -14, BoNT-A LC inh2 -0.9, DUSP3 inh 23, MazF activator 13 and PrPC surface inh 0.
For COc1ccc(NC(=S)Nc2ccc(OCc3ccccc3)cc2)cc1OC the results were Rv3671c protease 2, SARS 3CLpro inh 2, Anthrax LF inh2 -7, BoNT F protease -15, CCHFV vOTU inh 15, SSB-PriA inh 20, BoNT-A LC inh2 0.4, DUSP3 inh 14, MazF activator -1 and PrPC surface inh 2.
C[C@@H]1CN(S(=O)(=O)c2c(F)cccc2F)CCN1S(=O)(=O)c1ccc2c(c1)OCCO2 was read as Rv3671c protease 3, Anthrax LF inh2 8, BoNT F protease -3, CCHFV vOTU inh 4, SSB-PriA inh -33, BoNT-A LC inh2 0.5, MazF activator 5 and PrPC surface inh 9.
For COc1ccc(/C=C(/NC(=O)c2cccc([N+](=O)[O-])c2)C(=O)O)cc1OC the results were Rv3671c protease 5, SARS 3CLpro inh 3, Anthrax LF inh2 -14, BoNT F protease -12, CCHFV vOTU inh -6, SSB-PriA inh -6, BoNT-A LC inh2 -1.8, DUSP3 inh -8, MazF activator 6 and PrPC surface inh -13.
`CCOc1ccc(S(=O)(=O)N2CCN(C(=O)CN3C(=O)NC(C)(C)C3=O)CC2)cc1` gave Rv3671c protease -1, Anthrax LF inh2 -5, BoNT F protease -6, CCHFV vOTU inh -3, SSB-PriA inh -6, BoNT-A LC inh2 3.1, MazF activator -2 and PrPC surface inh -5.
O=C(CN1CCN(CCC(=O)Nc2ccccc2F)CC1)Nc1ccc(F)cc1 was read as Rv3671c protease -2, SARS 3CLpro inh -4, Anthrax LF inh2 -1, BoNT F protease -14, CCHFV vOTU inh 1, SSB-PriA inh -9, BoNT-A LC inh2 0.2, DUSP3 inh -8, MazF activator -8 and PrPC surface inh -4.
For COc1ccc(CC(N)c2csc(Nc3nncc4ccccc34)n2)cc1 (configuration not stated) the results were Anthrax LF inh2 -7, BoNT F protease -20, CCHFV vOTU inh 3, BoNT-A LC inh2 0.1 and PrPC surface inh -8.
Cc1ccccc1NS(=O)(=O)c1cc(C(=O)NCc2ccncc2)ccc1Cl was read as Rv3671c protease -7, SARS 3CLpro inh -2, Anthrax LF inh2 1, BoNT F protease -1, CCHFV vOTU inh -7, SSB-PriA inh 7, BoNT-A LC inh2 1.0, DUSP3 inh 32, MazF activator -1 and PrPC surface inh 6.
For Cc1ccc(/C=C/C(=O)O)cc1S(=O)(=O)N1CCCc2ccccc21 the results were Rv3671c protease -5, SARS 3CLpro inh 5, Anthrax LF inh2 -4, BoNT F protease -4, CCHFV vOTU inh 5, SSB-PriA inh -5&12, BoNT-A LC inh2 -0.8, DUSP3 inh 22, MazF activator -12 and PrPC surface inh 2.
Screening COc1ccc(C(C(=O)NC2CCCCC2)N(C(=O)c2csnn2)C2CC2)cc1 (configuration not stated) returned Rv3671c protease -7, SARS 3CLpro inh -3, Anthrax LF inh2 0, BoNT F protease 2, CCHFV vOTU inh -11, SSB-PriA inh -3, BoNT-A LC inh2 -0.2, DUSP3 inh 6, MazF activator 1 and PrPC surface inh 1.
CCN(CC(=O)Nc1ccc([N+](=O)[O-])cc1OC)c1ccccc1 was read as Rv3671c protease -2, SARS 3CLpro inh -1, Anthrax LF inh2 0, BoNT F protease 2, CCHFV vOTU inh 8, SSB-PriA inh 14, BoNT-A LC inh2 2.4, DUSP3 inh 34, MazF activator -7 and PrPC surface inh -6.
`COc1cc(OC)cc(C(=O)N2CCN(C(=O)c3ccc(OC)c(OC)c3)CC2)c1` gave Rv3671c protease 1, SARS 3CLpro inh 0, Anthrax LF inh2 -1, BoNT F protease -5, CCHFV vOTU inh 1, SSB-PriA inh -10, BoNT-A LC inh2 0.4, DUSP3 inh 18, MazF activator 0 and PrPC surface inh 1.
CCC12CN3CCN(CC(C3)/C1=N\O)C2 was read as Rv3671c protease 0, SARS 3CLpro inh 3, Anthrax LF inh2 -2, BoNT F protease -7, CCHFV vOTU inh 9, BoNT-A LC inh2 -0.4, DUSP3 inh 19, MazF activator 5 and PrPC surface inh -2.
For CC(C)Oc1ccc(S(=O)(=O)N2CCCCC2)cc1NC(=O)C1CCC1 the results were Rv3671c protease -1, Anthrax LF inh2 5, BoNT F protease 5, CCHFV vOTU inh 4, SSB-PriA inh -4, BoNT-A LC inh2 0.4, MazF activator 0 and PrPC surface inh -4.
CC(=O)Nc1nnc(CCS(=O)(=O)c2ccc(Cl)cc2)s1 was read as SARS 3CLpro inh 4, Anthrax LF inh2 0, BoNT F protease -4, CCHFV vOTU inh -13, SSB-PriA inh 4, BoNT-A LC inh2 -0.1, DUSP3 inh 20, MazF activator -2 and PrPC surface inh 1.
Screening CCOC(=O)N1CCN(CC(O)COc2ccc(CC)cc2)CC1 (configuration not stated) returned Rv3671c protease -8, SARS 3CLpro inh 0, Anthrax LF inh2 -4, BoNT F protease -7, CCHFV vOTU inh -16, SSB-PriA inh -4, BoNT-A LC inh2 -0.1, MazF activator 2 and PrPC surface inh -4.
`O=C(c1nc2nc(-c3ccc(Cl)cc3)cc(C(F)(F)F)n2n1)N1CCOCC1` gave Rv3671c protease -1, SARS 3CLpro inh -5, Anthrax LF inh2 -3, BoNT F protease -6, CCHFV vOTU inh -23, SSB-PriA inh -2, BoNT-A LC inh2 0.1, DUSP3 inh 7, MazF activator 4 and PrPC surface inh -17.
Screening CCc1cc(C(=O)N2CCN(c3ccccn3)CC2)sc1C returned Rv3671c protease -1, SARS 3CLpro inh 0, CCHFV vOTU inh -2, SSB-PriA inh 10, DUSP3 inh 20, MazF activator 1 and PrPC surface inh 12.
`Cc1ccc(C(=O)OCC(=O)Nc2sccc2C(N)=O)cc1NC(=O)c1ccco1` gave Rv3671c protease -29, SARS 3CLpro inh -2, Anthrax LF inh2 -3, BoNT F protease -8, CCHFV vOTU inh 9, SSB-PriA inh -7, BoNT-A LC inh2 0.7, DUSP3 inh -2, MazF activator 12 and PrPC surface inh -10.
CC(/C=N/NC(=O)c1cccnc1)=C\c1ccco1 was read as Rv3671c protease 8, SARS 3CLpro inh 5, Anthrax LF inh2 -1, BoNT F protease -7, CCHFV vOTU inh -9, BoNT-A LC inh2 -0.2, DUSP3 inh -13, MazF activator -14 and PrPC surface inh -7.
`COc1ccc(N/N=C(\C#N)C(=N)N2CCCCC2)cc1` gave Rv3671c protease 13, SARS 3CLpro inh 2, Anthrax LF inh2 2, BoNT F protease inconclusive, CCHFV vOTU inh -2, BoNT-A LC inh2 inconclusive, DUSP3 inh 32, MazF activator 0 and PrPC surface inh -6.
For CC(CN1CCOCC1)OC(=O)C1COc2ccccc2O1 (configuration not stated) the results were Rv3671c protease 6, SARS 3CLpro inh -2, Anthrax LF inh2 2, BoNT F protease -5, CCHFV vOTU inh 6, SSB-PriA inh -15, BoNT-A LC inh2 -0.2, DUSP3 inh 0, MazF activator 6 and PrPC surface inh 7.

Screens as filed in PubChem BioAssay.
